TAAR1 antagonist: human TAAR1 antagonism | CHO RD-HGA16 TAAR1, Fluo-8 calcium fluorescence, antagonist | inhibition, % at 3 µM | 360,000 compounds, 1.5% hits | AID 624466;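 active = inhibition above a per-plate cutoff, the mean inhibition of test compounds on that plate plus 3 SD, cut at about 49% in these data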;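 note: 0% = DMSO plus EC80 beta-PEA response and 100% = DMSO alone without agonist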
Target sequence (Q96RJ0 whole entry, looked up): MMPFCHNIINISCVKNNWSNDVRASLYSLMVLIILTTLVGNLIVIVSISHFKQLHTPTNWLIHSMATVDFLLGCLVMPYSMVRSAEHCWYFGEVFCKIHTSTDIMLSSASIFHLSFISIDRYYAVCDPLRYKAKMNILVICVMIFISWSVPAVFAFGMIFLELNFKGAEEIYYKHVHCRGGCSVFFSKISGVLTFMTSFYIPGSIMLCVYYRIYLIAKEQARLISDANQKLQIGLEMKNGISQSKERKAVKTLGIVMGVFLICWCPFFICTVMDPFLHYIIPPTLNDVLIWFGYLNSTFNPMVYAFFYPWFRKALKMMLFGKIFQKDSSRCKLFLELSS
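Material: CHO RD-HGA16 cells bearing hTAAR1; compound dosing: one-point dosing, 3 µM nominal final; schedule: dye loading 75 min at 37 °C, then 30 min room temperature; measured by: calcium fluorescence with Fluo-8; control set: vehicle and agonist controls; replication: n of 1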
CHO-K1 Ca antag: counter-screen for M1 antagonists: effect in parental CHO-K1 cells; ATP-induced calcium, Fluo-8 fluorescence; inhibition, % at 3 µM; 360,000 compounds, 0.6% hits; AID 602250;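 active = inhibition above a per-plate cutoff, the plate's mean sample inhibition plus 3 SD, cut at about 24% in these data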;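 note: 0% = DMSO plus EC80 ATP and 100% = DMSO alone without ATP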
CHO-K1 Ca ag: counter-screen for M1 agonists: effect in parental CHO-K1 cells; Fluo-8 calcium fluorescence; scaled to maximal ATP response, vehicle zero; activation, % at 3 µM; 360,000 compounds, 0.48% hits; in the data active = activation above about 15%;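 note: untransfected CHO-K1 host cells lacking M1 receptor as counterscreen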
TAAR1 ag: agonists of human TAAR1; Q96RJ0; CHO RD-HGA16 TAAR1, Fluo-8 calcium fluorescence; vehicle wells 0%, saturating PEA agonist 100%; activation, % at 3 µM; 360,000 compounds, 0.99% hits; AID 624467;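 active = activation above the mean activation of all test compounds in the run plus 3 SD, cut at about 38% in these data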
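Repeats: no replicates (n 1) | Material: CHO-derived RD-HGA16 cells with stable Gα16 and human TAAR1 | Technique: Kinetic Fluo-8 calcium fluorescence | Schedule: 17-24 h seeding, 75 min 37 °C dye, 30 min RT | Evaluation: % activation from peak over basal fluorescence ratio, DMSO-to-PEA scaled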
CHRM1 antagonist: blocks human M1 muscarinic receptor; 360,000 compounds, 1.3% hits; CHO-K1 hM1, Fluo-8 calcium fluorescence, ACh EC80 antagonist; inhibition, % at 3 µM;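 active = percent inhibition above its own plate's cutoff, namely the mean of that plate's compound wells plus 3 SD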;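 note: peak over basal fluorescence ratio during 140 s after agonist addition; 0% = ACh EC80 plus DMSO and 100% = DMSO alone without agonist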
Target sequence (P11229 whole entry, looked up): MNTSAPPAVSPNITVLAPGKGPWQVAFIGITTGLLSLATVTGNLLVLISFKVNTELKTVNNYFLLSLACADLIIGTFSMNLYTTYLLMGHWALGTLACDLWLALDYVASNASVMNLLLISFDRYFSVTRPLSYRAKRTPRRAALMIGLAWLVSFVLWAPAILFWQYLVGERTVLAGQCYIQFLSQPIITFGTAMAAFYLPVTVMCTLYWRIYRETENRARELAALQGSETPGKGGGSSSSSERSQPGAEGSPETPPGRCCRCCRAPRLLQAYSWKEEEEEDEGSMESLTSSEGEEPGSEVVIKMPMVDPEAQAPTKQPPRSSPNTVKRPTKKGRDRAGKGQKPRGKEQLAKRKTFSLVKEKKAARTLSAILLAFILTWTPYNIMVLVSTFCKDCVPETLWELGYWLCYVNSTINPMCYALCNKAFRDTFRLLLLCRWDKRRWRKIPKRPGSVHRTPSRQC
M1 PAM: positive allosteric modulators of human M1 muscarinic receptor; 360,000 compounds, 0.088% hits; CHO-K1 hM1, Fluo-8 calcium fluorescence, ACh EC20; 0% = ACh EC20, 100% = maximal ACh; activation, % at 3 µM; P11229; AID 588819; in the data active = activation above about 19%, passing the limit was not always enough
M1 ag: agonists of human M1 muscarinic receptor | AID 588814 | activation, % at 3 µM | CHO-K1 hM1, Fluo-8 calcium fluorescence, agonist mode; 0% DMSO, 100% acetylcholine EC100 | 360,000 compounds, 0.33% hits;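 active = activation above the run's mean compound activation plus 3 SD, cut at about 16% in these data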;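 note: peak over basal fluorescence ratio within a 140 s kinetic read after compound addition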
M1 PAM parental: counter-screen for M1 PAMs: effect in parental CHO-K1 cells; ATP EC20, Fluo-8 calcium fluorescence; 0% at ATP EC20, 100% at ATP max; activation, % at 3 µM; 360,000 compounds, 0.02% hits;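 active = activation above the run cutoff, the mean activation of all test compounds plus 3 SD, cut at about 40% in these data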;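 note: peak over basal fluorescence ratio in a 140 s read after ATP addition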
CHO parental Ca: counter-screen for OX1R antagonists: effect in parental CHO cells | parental CHO-K1, ATP-induced calcium, Fluo-8 fluorescence | inhibition, % at 5.6 µM | 330,000 compounds, 0.63% hits | AID 463079;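 active = inhibition above that plate's mean sample inhibition plus 3 SD, cut at about 26% in these data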;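 note: 0% = ATP-challenged DMSO wells and 100% = DMSO wells without ATP; some compounds past the cut are filed as inactive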
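Measured by: calcium-sensitive Fluo-8 fluorescence / Test system: CHO parental line / Controls: ATP-challenged DMSO wells low, unchallenged DMSO wells high / Measure: % inhibition / Compound: single nominal dose of 5.6 µM per compound / Replicates: single well per compound, no replicates / Reagent: ATP as calcium-mobilizing challenge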
Starred values were filed as active, the others as inactive; . = no result given.

molecule	TAAR1 antagonist	CHO-K1 Ca antag	CHO-K1 Ca ag	TAAR1 ag	CHRM1 antagonist	M1 PAM	M1 ag	M1 PAM parental	CHO parental Ca
Cn1c(N)c(C(=O)CSc2n[nH]c(-c3ccccc3)n2)c(=O)n(C)c1=O	14.5	-14.0	0.0	1.5	0.9	7.7	-3.0	11.9	-15.7
Cc1cc(C)cc(NC(=S)N2CCN(c3ncccn3)CC2)c1	8.4	10.8	0.1	0.8	6.1	4.7	-4.5	-8.8	-0.5
CCOC(=O)c1cc(NC(=O)/C=C\C(=O)O)ccc1Cl	-1.2	-13.4	-0.6	9.8	-8.7	11.3	-6.0	7.1	-4.3
Nc1nc2c(nc(N3CCCCC3)n2[C@@H]2O[C@H](CO)[C@@H](O)[C@H]2O)c(=O)[nH]1	-20.1	-8.3	0.6	6.2	-6.1	7.2	0.4	3.4	1.4
Cc1[nH]c2ccccc2c1C(=O)C(=O)NCc1nnnn1-c1ccc(F)c(F)c1	12.8	-3.0	2.3	5.9	-9.8	2.7	0.8	9.5	.
CCn1nc(NC(=O)Cc2ccc(OC)cc2)c2cc3cccc(C)c3nc21	-9.6	-15.2	5.1	3.6	1.4	4.2	-2.4	-5.5	-11.0
CCOC(=O)N1CCN(C(=O)c2sc3nc(-c4ccc(F)cc4)cn3c2C)CC1	2.9	2.3	0.8	13.4	7.9	-9.6	-6.8	3.4	0.3
CCOC(=O)C1=C(COC(=O)CSc2ccc(C)cc2)NC(=O)NC1C (stereo not drawn)	-6.6	-13.5	2.6	2.2	-1.7	6.0	-2.8	11.0	-13.3
O=C(CCC(=O)N1CCSc2ccccc21)Nc1ccc(F)cc1	19.9	10.3	4.8	6.9	-9.5	-4.3	-1.2	-2.7	-12.9
CCNC(=S)Nc1ccc(Cc2nc3ccccc3[nH]2)cc1	1.6	-5.6	1.4	1.8	-12.6	4.2	-8.0	8.5	-3.6
Cc1ccc(N(C(C)C(=O)Nc2ccc3c(c2)OCO3)S(C)(=O)=O)cc1 (stereo not drawn)	-16.6	-19.2	0.3	1.4	-8.2	9.4	-1.8	22.1	-20.5
COC(=O)c1ccc(/C=C(/NC(=O)c2ccccc2)C(=O)N2CCOCC2)cc1	11.1	-6.8	1.4	2.2	-6.3	8.2	-1.1	12.5	2.2
OC(COc1ccc2ccccc2c1)Cn1ccnc1 (stereo not drawn)	-19.9	-21.1	3.9	11.2	-6.0	3.6	0.2	9.9	-5.7
COc1ccc(CCN2C(=O)CSC2=Nc2ccc(C(C)C)cc2)cc1OC	46.2	12.9	8.8	21.5	40.7*	-15.1	-2.0	-6.1	28.7*
O=C(Nc1cnccc1C(F)(F)F)NC1CCCCC1	-4.5	-5.5	1.2	0.4	-2.9	0.6	-4.3	8.2	-17.4
Cc1nnc(SCc2nc3scc(-c4ccccc4)c3c(=O)[nH]2)s1	-40.0	0.5	2.7	4.4	-6.6	3.2	0.5	-11.3	-20.5
COc1ccc(Cl)cc1-c1cc(C(=O)NCc2cccc(C(F)(F)F)c2)[nH]n1	-8.6	4.0	2.0	-1.2	1.4	-4.7	-3.5	13.5	.
Cc1ccc(NC(=O)c2cc(=O)c3ccccc3o2)c(C)c1	-19.1	-1.6	0.7	3.9	12.7	-8.4	-3.4	-0.7	-18.3
COc1ccc(S(=O)(=O)N2CCCC(C(=O)Nc3ccc(NC(=O)c4ccccn4)cc3)C2)cc1 (stereo not drawn)	63.0*	-0.9	2.9	13.2	16.6	-6.5	-1.8	2.5	-11.2
CC1=CN(S(=O)(=O)c2ccc(C)cc2)C[C@@H]2c3ccccc3N(S(=O)(=O)c3ccc(C)cc3)[C@H]12	-23.8	9.0	-0.4	7.5	12.2	-10.2	-3.2	-12.5	-13.1
COc1ccc(C)cc1S(=O)(=O)NCC(c1ccco1)N1CCc2ccccc2C1 (stereo not drawn)	-14.6	-1.9	-0.1	42.0*	-7.2	2.6	-5.6	7.5	-11.6
Cc1ccc(S(=O)(=O)CC(=O)Nc2ncc([N+](=O)[O-])s2)cc1	5.2	-4.1	0.6	15.0	-2.2	3.7	3.5	-2.8	-3.6
CC(=O)c1ccc(N2C(=NC(=O)CCc3ccccc3)SC3CS(=O)(=O)CC32)cc1 (stereo not drawn)	-18.0	-1.3	2.8	2.7	-3.2	3.4	-1.3	-12.4	-1.0
CC(O)(c1ccc(F)c(F)c1)c1nc(-c2ccc(F)c(Cl)c2)cs1 (stereo not drawn)	26.7	-6.5	0.0	3.4	7.3	-7.0	-2.2	-5.4	.
O=C(c1cccc(S(=O)(=O)N2CCOCC2)c1)N1CCN(C/C=C/c2ccccc2)CC1	-25.0	4.4	1.0	1.1	98.0*	-27.1	-7.9	-16.5	-16.8
O=C(Nc1ccccc1)c1cnc(-c2ccccc2)nc1-c1ccccc1	9.0	-2.8	1.6	11.6	11.2	-3.5	-3.4	20.2	4.9
C[C@H]1CCCCO[C@H](CN(C)CC2CCCCC2)[C@@H](C)CN([C@@H](C)CO)C(=O)c2cc(NS(=O)(=O)c3ccccc3)ccc2O1	-9.6	-6.2	0.1	-1.4	4.1	-8.1	-11.3	12.1	.
O=C(c1ccco1)N1CCN(C(=O)c2cnn(-c3ccc(Cl)cc3)c2C2CCNCC2)CC1	1.7	-14.7	0.0	0.2	-7.8	7.0	-1.4	26.0	-9.2
CC(Oc1ccc2c3c(c(=O)oc2c1)CCCC3)C(=O)NCCCn1ccnc1 (stereo not drawn)	-15.6	-11.8	0.9	0.5	-7.7	3.6	-13.1	4.0	-16.4
O=C(NCCCC(NC(=O)OCc1ccccc1)C(=O)O)OCc1ccccc1 (stereo not drawn)	17.8	-8.7	0.6	0.4	-16.1	14.1	-4.2	17.4	-0.7
CC(=O)c1ccc(S(=O)(=O)NCCC(=O)OCC(=O)N2CCCC2=O)cc1	-10.6	4.3	1.3	0.7	-11.2	6.2	-2.4	-15.8	6.5
CC(=O)c1c(Cl)nc2ccc(Br)cc2c1-c1ccccc1	-14.3	-6.7	0.7	3.7	-6.0	-0.6	-6.3	3.2	-29.0
Cc1ccc(SCC(=O)NC2CC3CCC(C2)N3C)cc1 (stereo not drawn)	35.8	-8.2	1.2	2.4	14.7	-12.1	-7.7	13.3	-0.5
CC1=NOC(=O)/C1=C\c1ccc(-c2ccc(Br)cc2C(=O)O)o1	5.7	-4.0	1.2	1.9	-0.7	3.2	-3.6	3.7	-4.5
COc1cc2c(cc1OC)CN(C(=O)c1cc(Cl)nc(Cl)c1)CC2	-23.9	0.3	0.8	7.5	-13.0	13.7	5.6	-18.5	-23.0
C/C=C/c1cccc(-c2nc(C(=O)NC3CCCC3)cc3c2[C@@H](CCO)N(S(=O)C(C)(C)C)C3)c1 (stereo partly drawn)	-6.5	1.2	2.3	0.5	3.9	-2.2	-5.5	5.3	.
Nc1nc(-c2ccccc2)c(-c2ccccc2)n1N	-0.9	10.6	0.6	3.6	-1.4	6.7	-0.9	-17.5	20.9
O=C(NCCc1c[nH]c2ccccc12)c1c(Cl)nc2sccn12	23.2	-5.9	1.5	39.2*	-9.2	8.7	-1.2	21.6	-2.2
O=C1OC2(CCCC2)OC(=O)C1=Cc1c[nH]c2ccccc12	17.2	-4.1	0.6	2.7	-1.9	3.9	-3.0	10.0	-3.9
CCCC(=O)Nc1ccc(C#Cc2ccccc2)cc1	18.2	0.0	0.6	7.5	-8.8	3.8	-3.3	3.4	10.5
O=C(COC(=O)c1nc(Cl)ccc1Cl)NC1CCCCCC1	-2.1	0.6	0.7	-0.1	-10.9	3.6	-5.4	14.9	-10.8
COc1cccc(NC(=O)c2ccnc(N3CCC(C(=O)NCc4cc(OC)ccc4OC)CC3)c2)c1	.	-11.0	2.5	.	1.5	-1.8	-1.2	8.4	-23.4
O=C(O)COCC(=O)Nc1ccc(-n2nc(C(F)(F)F)cc2-c2cccs2)cc1	-12.3	2.7	-0.8	1.7	-5.2	5.0	-4.6	1.7	0.3
CC(=O)N/C(=C/c1cccnc1)C(=O)Nc1ccc(Cl)cc1	-12.0	-9.0	0.3	7.5	-4.1	9.6	-1.0	2.1	-11.1
O=c1[nH]c2cc3c(cc2cc1CN(Cc1ccc2c(c1)OCO2)Cc1nnnn1CC1CCCO1)OCO3 (stereo not drawn)	-2.0	2.4	0.4	-0.7	6.1	5.1	1.9	-8.1	-0.2
CC(=O)c1cc(F)ccc1OCC(=O)N1CCCc2ccccc21	16.0	-5.7	3.3	8.8	0.0	1.5	-6.0	1.0	-12.9
CC12c3ccccc3C(c3ccccc31)C1C(=O)N(Cc3cccnc3)C(=O)C12 (stereo not drawn)	-8.1	-19.4	0.7	8.0	7.2	-3.0	-3.5	-6.7	-12.6
COc1cccc(NC(=O)Nc2ccc3c(c2)CCC3)c1	22.7	14.6	8.2	1.0	2.5	0.3	-0.3	-13.6	6.2
CCc1ccc(-c2nc(SCC(=O)NC3CCS(=O)(=O)C3)n[nH]2)cc1 (stereo not drawn)	-8.6	0.1	1.0	0.4	1.3	0.2	-2.5	9.1	7.3
CC(C)(C)OC(=O)NCCCC[C@H](NC(=O)c1nc[nH]c1C(=O)NCC(=O)OCc1ccccc1)C(=O)OC(C)(C)C	54.9*	7.6	0.4	8.2	10.9	-3.9	-2.9	-18.1	-20.8
Cc1ccc(OCCC(=O)OCC(=O)NC(=O)NC2CCCCC2)cc1	-15.6	-13.6	1.0	0.0	-13.4	7.9	-2.2	8.7	-11.8
CCOC(=O)CCNc1n[nH]c(=O)[nH]c1=O	2.4	9.3	-0.3	4.2	13.0	-2.5	1.4	-4.8	-0.5
COc1ccccc1NC(=O)c1ccc2nc(-c3ccccc3)c(-c3ccccc3)nc2c1	-10.4	-9.7	0.6	8.2	-0.8	4.3	-3.4	19.9	-1.8

Assay outcomes from PubChem.
